# HUVEC inhibit: inhibitors of HUVEC proliferation, primary screen, cell-based, 384-well. viability, % at 10 µM (by protocol). AID 648, 2007. 86,000 compounds, 1.1% hits. CellTiter-Glo luminescence, 72 h; active compounds read low;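 active = viability at or below 30%; inactive = viability above 30%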;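 note: 100% = median luminescence of DMSO-only cell control wells on each plate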
# H69AR inhibit: proliferation blockers of H69AR lung cancer cells, primary screen, cell-based, human, 86K library; H69AR lung tumor viability, ATP luminescence, 72 h; active compounds read low; viability, % at 10 µM; 85,000 compounds, 6% hits; AID 598, 2007;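 active = viability at or below 40%; inactive = viability above 40%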;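 note: multidrug resistant small cell line overexpressing MRP-1 efflux transporter; 100% = mean luminescence of untreated control wells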
# TNFa cytotox: cytotoxicity in TNFa-stimulated HUVEC, primary screen, cytotoxicity control for VCAM1 expression modulator project, imaging, Hoechst nuclei count. 93,000 compounds, 0.17% hits. AID 848, 2007. HUVEC TNFalpha-stimulated, Hoechst cell count. cell count reduction, % at 2 µM;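 active = cell count reduction exceeding the screen mean by over 5 SD, scaled to untreated wells per plate, cut at about 78% in these data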;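 note: cells counted after 24 h of TNF alpha exposure following the 1 h pretreatment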
# Smad3 inh: Smad3/FoxH1 peptide binding inhibitors, primary screen, biochemical, TR-FRET; TR-FRET Smad3/Dy647-FoxH1 peptide binding, europium anti-His; 88,000 compounds, 0.29% hits; Mothers against decapentaplegic homolog 3 (Homo sapiens), P84022; inhibition, % at 25 µM;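 active = compounds that reduce the energy-transfer binding signal between the protein and its labelled peptide by more than half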;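 note: 0% = Smad3 plus labelled peptide maximal FRET and 100% = peptide-only background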
# Target sequence (P84022 whole entry, looked up): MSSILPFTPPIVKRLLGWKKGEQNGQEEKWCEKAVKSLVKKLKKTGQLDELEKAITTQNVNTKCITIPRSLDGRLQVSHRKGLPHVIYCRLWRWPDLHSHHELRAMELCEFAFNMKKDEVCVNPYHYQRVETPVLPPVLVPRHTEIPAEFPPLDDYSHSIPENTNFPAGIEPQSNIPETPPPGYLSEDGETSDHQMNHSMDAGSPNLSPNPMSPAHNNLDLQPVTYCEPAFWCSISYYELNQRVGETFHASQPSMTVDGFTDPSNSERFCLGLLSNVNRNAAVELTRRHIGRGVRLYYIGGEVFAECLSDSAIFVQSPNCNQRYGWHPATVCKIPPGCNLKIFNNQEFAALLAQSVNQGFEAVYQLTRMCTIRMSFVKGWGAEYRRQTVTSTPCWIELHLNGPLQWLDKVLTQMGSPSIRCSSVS
# cytoskel mod: modifiers of F-actin cytoskeleton organization, primary screen, imaging, HUVEC, phalloidin staining, high-content imaging; inhibition, % at 2 µM; HUVEC TNFa F-actin phalloidin imaging; 91,000 compounds, 0.18% hits;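 active = inhibition above the batch mean plus 3 SD and confirmed as a hit by visual image inspection, cut at about 30% in these data, passing the limit was not always enough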; note: strong numbers were not always called active
# Lung fibro prol: antiproliferative effect on LL 47 fibroblasts – human, LL 47 cells, CellTiter-Glo luminescence, primary screen | 85,000 compounds, 1.1% hits | LL 47 human lung fibroblast viability, ATP luminescence; active compounds read low | viability, % at 10 µM;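 active = viability at or below 50% in the single dose screen; inactive = viability above 50%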;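 note: compound exposure lasted 72 h before the ATP readout; 100% = median luminescence of untreated cell-only wells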
#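 material = human LL 47 lung fibroblast cells | dosing = compounds added from tenfold dosing solution, 0.1% DMSO final | timing = overnight cell rest, 72 h compound treatment at 37 °C | measured by = CellTiter-Glo luminescence measuring cellular ATP | evaluation = % viability versus median cells-only luminescence | control set = cell-only wells, no compound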
# VCAM1 TNFa inh: inhibitors of TNFa-induced VCAM1 expression, primary screen, imaging, HUVEC, TNFa stimulus, immunofluorescence | HUVEC TNFa-induced VCAM-1 immunofluorescence, high-content imaging | inhibition, % at 2 µM | 95,000 compounds, 0.48% hits | AID 802, 2007;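 active = inhibition above the batch mean plus 3 SD, with images confirmed as a hit by eye, cut at about 37% in these data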;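 note: 0% = TNF-stimulated DMSO wells and 100% = unstimulated control wells; not every result past the cut was called active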
# IL1B cytotox: cytotoxicity in IL-1B stimulated HUVEC, primary screen, cytotoxicity control for IL-1B NFkB translocation project, imaging, Hoechst nuclear count, IL-1B stimulus; 94,000 compounds, 0.41% hits; cell count reduction, % at 2 µM; HUVEC cell count loss; AID 845, 2007;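 active = cell count reduction more than 3 SD above the screen-wide mean, cut at about 70% in these data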;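 note: normalized per plate to untreated control cells as the no-loss baseline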
# Pyk2 oligo antag: antagonists of Pyk2 self-association, primary screen, Q293 cells, FERM NanoBiT luminescence, HTS. active compounds read low. z-score (the deposit names both 25 µM and 10 µM). 99,000 compounds, 0.83% hits;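 active = Z-score of -3 or lower, scaled per plate to the spread of control and sample wells; inactive = z-score above -3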;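 note: negative z-score means lost luminescence so less FERM oligomerization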
# The depositor's hits bear a star; . = no result given; [ ] = another dose, or the depositor's remark. Only part of the results is shown. The share of hits here may be higher or lower than overall.
SMILES,HUVEC inhibit,H69AR inhibit,TNFa cytotox,Smad3 inh,cytoskel mod,Lung fibro prol,VCAM1 TNFa inh,IL1B cytotox,Pyk2 oligo antag
COc1ccc(CNC(=O)COc2ccc([N+](=O)[O-])cc2)cc1,.,.,-9,.,11,.,-3,-18,1.4
Cc1nnc(SC(C)C(=O)Nc2ccc(S(=O)(=O)N3CCCCCC3)cc2)s1 (stereo not drawn),90,92,-24,-8,10,106,3,18,-0.36
CCCCCCn1c(=O)c(-c2ccccc2)c(O)c2ccccc21,114,100,-14,13,.,97,-3,-7,-0.05
O=C(CSc1nc(-c2ccccc2)cs1)Nc1nccs1,92,93,-13,-1,2,94,-33,10,1.2
CN=C1S/C(=C\c2ccc(Sc3ccc(Cl)cc3)o2)C(=O)N1C,.,.,-2,.,19,.,10,-21,.
CC1=C2C(CCS2(=O)=O)CC2(C1)C(=O)OC(C)(C)OC2=O (stereo not drawn),84,91,-2,7,29,103,-1,-78,-0.15
CCN(Cc1ccncc1)C(=O)c1cccc(S(=O)(=O)N2CCOCC2)c1,91,77,.,0,.,104,.,.,-0.26
COc1ccc(N2CCC(CNS(=O)(=O)c3cccc(C(F)(F)F)c3)C2)cc1 (stereo not drawn),107,100,-43,10,19,99,16,-10,0.35
C=CCN1C(=O)CN=C1Nc1cccc(C)c1,89,83,-12,7,7,104,-20,-4,0.38
COc1nc(Nc2ccc(OC)c(Cl)c2)nc(OC)n1,80,58,-23,4[fluorescence artefact?],15,92,6,-6,-0.91
Cc1cc(Nc2ccc(Cl)cc2)n2nnnc2n1,95,103,.,22[fluorescence artefact?],.,91,.,.,0.48
O=C(OCC(=O)N1CCN(C(=O)c2ccco2)CC1)c1ccccc1OCc1ccc(Cl)cc1,92,68,.,-4,.,94,.,.,0.53
O=C(c1ccc(S(=O)(=O)N2CCCCC2)cc1)N1CCN=C1SCc1cccnc1,91,100,-31,6,-12,93,8,0,.
CCN(CC)C(=O)C(Sc1ccccc1)c1ccccc1 (stereo not drawn),84,93,7,6,.,95,29,20,-0.38
CCOC(=O)CNC(=O)c1c(C)nn(-c2ccccc2)c1Cl,102,92,-9,-5,11,96,-7,5,0.62

# Sorted by value in Pyk2 oligo antag (smallest number first): some entries from above.
SMILES,Pyk2 oligo antag
CCN(Cc1ccncc1)C(=O)c1cccc(S(=O)(=O)N2CCOCC2)c1,-0.26
CCCCCCn1c(=O)c(-c2ccccc2)c(O)c2ccccc21,-0.05
C=CCN1C(=O)CN=C1Nc1cccc(C)c1,0.38

# Continuation:
SMILES,HUVEC inhibit,H69AR inhibit,TNFa cytotox,Smad3 inh,cytoskel mod,Lung fibro prol,VCAM1 TNFa inh,IL1B cytotox,Pyk2 oligo antag
O=C(Oc1c(Cl)cc(Cl)c2cccnc12)c1cccs1,48,27*,.,18[fluorescence artefact?],4,61,-30,-15,-0.94
Cc1ccc(-n2c3c(cc(C(=O)NC4CCSC4=O)c2=O)C(=O)CCC3)cc1 (stereo not drawn),92,88,-3,19,-7,97,-6,-23,-0.78
CCS(=O)(=O)N1CCN(Cc2ccccc2OC)CC1,.,.,9,.,1,.,6,-16,-0.06
Cc1cccc(N2CCN(C(=O)C3CCN(S(=O)(=O)c4cnc[nH]4)CC3)CC2)c1C,104,94,.,7,.,103,.,.,-0.15
CC1CN(Cc2ccc(C#N)cc2Cl)CC(C)O1 (stereo not drawn),.,.,10,.,-22,.,-8,-22,-0.69
Cc1ccc(/C=N/NC(=O)Cc2c[nH]c3ccccc23)c(C)c1,.,.,-4,.,-5,.,7,7,-1.2
O=C(CCSCCC(=O)NCc1cccs1)NCc1cccs1,97,92,.,0,.,96,.,.,1
CC(=O)CCc1c(C)c2cc(C)ccc2[nH]c1=O,82,90,-11,3,.,105,-13,-35,-0.57
CCn1c(SC(=O)NC2CCCCC2)nnc1-c1cccs1,.,.,-10,.,-14,.,12,-28,1.7
CCOC(=O)CSc1nc(-c2ccccc2)nc2ccc(F)cc12,.,.,0,.,-52,.,-7,-3,-1.6
COc1ccc(NC(=O)c2cc3c(-c4ccc(OC)c(OC)c4)nn(C)c3s2)cc1OC,54,9.7*,3,15[fluorescence artefact?],-19,78,7,-18,-3*
CCn1c(=O)c([N+](=O)[O-])c(NCCc2ccccc2)c2ccccc21,.,.,7,.,1,.,-8,-22,-2.2
Cc1cc(C)n(-c2ccc(C(=O)OCC(=O)Nc3ccc(Cl)c(S(=O)(=O)N(C)C)c3)cc2)n1,104,108,-18,-9,3,102,-1,8,0.43
CCc1nn2cc(-c3ccccc3)nc2s1,84,59,.,0,.,99,.,.,0.76
Oc1ccc(-c2nc3ccccn3c2NCc2ccco2)cc1,88,82,-2,15,-1,107,4,.,0.1
Cc1cccc(NC(=O)CCN2CC(C)OC(C)C2)c1 (stereo not drawn),104,100,-18,4[fluorescence artefact?],11,110,-76,-10,-0.42
CCOC(=O)c1cccc(NC(=O)CCc2nc(-c3ccc(C)cc3)no2)c1,75,84,-9,-6,8,101,7,-9,1.5
Cc1ccccc1NC(=O)/C(C#N)=C\c1cccnc1,.,.,-31,.,-8,.,7,2,-0.63
COC(=O)C(O)(CC(=O)Nc1cc(Cl)ccc1Cl)C(F)(F)F (stereo not drawn),87,97,.,-3,6,94,-27,-38,1.4
COc1ccc(-n2c(SCC(=O)NC3CCCCC3)nc3ccsc3c2=O)cc1,82,81,4,13[fluorescence artefact?],-2,88,6,-9,0.77
Cc1ccc(S(=O)(=O)N(CCCN2CCCC2=O)Cc2cc3c(C)ccc(C)c3[nH]c2=O)cc1,.,.,-18,.,11,.,-3,8,0.6
CCOc1ccc(C2Nc3cccc4cccc(c34)N2)cc1OC,77,91,-43,-6,3,93,-8,-13,-0.33
Cc1nn(Cc2ccccc2)c(C)c1NC(=O)c1noc2c1CCc1ccccc1-2,115,96,-13,0,-4,109,-6,6,.
COc1ccc(NC(=O)C2(c3ccc(NC(=O)c4ccc(C)cc4)cc3)CCCC2)cc1,.,.,.,.,-26,.,-13,20,-0.03
CC1CN(Cc2cc(=O)[nH]c(C3CC3)n2)CC(C)O1 (stereo not drawn),.,.,6,.,1,.,4,2,0.48
COc1ccc(NC(=O)CCS(=O)(=O)c2ccc(OC)cc2)cc1,.,.,58,.,-9,.,27,7,0.34
CCCNS(=O)(=O)c1ccc(OC)c(Cl)c1Cl,93,85,-22,-14,12,105,9,-17,-0.42
CC(=O)Nc1ccc(NC(=O)Cn2c(-c3ccc(F)cc3)cnc2SCC(=O)Nc2c(C)cccc2C)cc1,.,.,-12,.,.,.,-1,6,0.4
Cc1ccnc(SCC(=O)N2CCN(C(c3ccccc3)c3ccccc3)CC2)n1,92,92,-12,7,20,91,13,-2,-2.2
Cc1nnc(NC(=O)CSc2nnc(-c3ccoc3C)n2CC(C)C)s1,93,90,-16,3,-6,88,7,-14,-0.27
Cc1cc(C)n(-c2ccc(N3CCOCC3)nn2)n1,109,97,0,-2,2,99,2,-14,-0.26
CCn1c(=O)cc(OCC(=O)NC2CCCCC2)c2ccccc21,86,85,-8,-3,14,108,-7,-1,0.41
COc1ccc(N=Cc2ccc[nH]2)cc1,69,86,-10,-3,4,95,-12,.,-0.48
O=C(Oc1ccc(Cl)cc1N1C(=O)CCC1=O)c1ccco1,84,89,13,-5,-29,101,7,23,-0.29
CCCCSc1nnc(C)c(=O)[nH]1,98,93,-37,3,.,92,3,-70,0.67
COc1ccc(C(=O)Cn2c3ccccc3n3nc(CCC(=O)O)c(=O)nc23)cc1OC,96,89,-18,9,4,101,3,-7,1.6
COc1ccc(S(=O)(=O)N2CCN(C(=O)c3cccc(Cl)c3)CC2)cc1,101,95,-15,-1,10,97,20,28,0.05
O=C(CSc1nc2ccccc2c(=O)n1NC(=O)Cc1ccccc1)NCc1ccccc1Cl,.,.,-11,.,16,.,0,-18,-0.27
CCOc1c(OC)cccc1C1CC(=O)Nc2cc(OC)c(OC)cc21 (stereo not drawn),.,.,-3,.,-1,.,-3,16,.
COc1cc2ccccc2cc1C(=O)Nc1ccc(S(=O)(=O)Nc2cc(C)on2)cc1,.,.,-23,.,1,.,-9,13,-0.81
O=C(Nc1cccc(C(=O)N2CCCCCC2)c1)c1ccco1,98,95,10,17,-42,99,-5,72*,-0.17
Cc1nn(Cc2ccccc2Cl)c(C)c1C(=O)N1CCN(c2ccccc2)CC1,93,97,-14,6[fluorescence artefact?],25,104,-3,-24,0.98
CC1(C)CC(=O)C2=C(C1)N(Cc1ccccc1)C(=O)C2(NC(=O)C(C)(C)C)C(F)(F)F (stereo not drawn),97,93,12,-5,4,93,1,-20,0.05
Fc1ccccc1CSc1nc2ccccc2[nH]1,99,99,-7,-2,-1,90,2,-112,1.6
c1ccc2ncc(-n3cnnn3)cc2c1,96,87,7,6[fluorescence artefact?],-28,100,6,2,0.48
Cc1cc(C)nc(SCC(=O)NCc2ccco2)n1,91,104,-50,-6,8,94,13,-33,-0.12
CS(=O)(=O)Nc1ccccc1C(=O)N1CCN(c2ccccc2)CC1,93,110,0,3,-6,100,-1,-20,.
S=c1[nH]nc(COc2ccc(Cl)cc2)n1C1CCCCC1,89,64,-24,0,13,88,26,-34,0.24
COc1nc(-c2ccccc2)ccc1-c1noc(-c2ccccc2F)n1,.,.,-24,.,16,.,-3,-17,0.6
O=Cc1ccc(N2CCCC2)c(F)c1,99,92,-3,10,7,88,14,-20,0.2
CCN(CC(=O)Nc1cccc(Br)c1)Cc1nc2ccccc2c(=O)[nH]1,.,.,-10,.,2,.,-17,-18,-0.37
COc1ccc(/C=C/c2c([N+](=O)[O-])c(=O)n(C)c(=O)n2C)cc1OC,.,.,-28,.,20,.,8,-17,0.02
CCOc1ccc(OCCN(C)Cc2ccccc2)cc1,94,95,-86,-15,.,99,-10,-9,1.8
CCSc1nnc(-c2ccc(S(=O)(=O)N3CCOCC3)cc2)n1CC1CCCO1 (stereo not drawn),94,97,-6,7,8,98,3,11,0.95
CCOC(=O)Nc1ccc(NC(=O)c2c(OC)cccc2OC)cc1,89,98,10,6,9,101,2,-20,0.23
COC(=O)C1C(=O)c2c([nH]c(C(=O)OCCSC)c2C)CC1C (stereo not drawn),97,79,-10,-3,0,109,2,1,.
Cc1ccccc1-c1nc2sc3c(c2c(=O)n1N)CCCC3,93,44,-4,-2,.,89,1,0,0.67
C=CCOc1cccc(C2/C(=C(/O)c3ccccc3)C(=O)C(=O)N2CCN2CCOCC2)c1 (stereo not drawn),105,99,-53,17,30,101,-1,-3,-0.21
CCn1c(-c2cc(-c3cccc(OC)c3)nc3ccccc23)n[nH]c1=S,.,.,-7,.,-18,.,-4,-17,-0.43
C=CCc1cccc(/C=N/c2ncccc2O)c1O,101,98,-11,16,.,95,8,-80,-0.56
c1cncc(-c2nc3cc4ccccc4cc3[nH]2)c1,.,.,7,.,3,.,0,-12,-0.19

# Screening results from PubChem BioAssay.
